# Screens deposited in PubChem BioAssay by several laboratories.
# Furin inhibitor = human furin inhibitors, primary screen, biochemical, fluorescence intensity | AID 463115, 2010 | P09958 | 220,000 tested, 0.061% active | purified furin, fluorogenic substrate cleavage | inhibition, % at 30 µM; in the data active = inhibition above about 25%; note: inactives centre near -15
# Target sequence (P09958 108-714 limits assumed): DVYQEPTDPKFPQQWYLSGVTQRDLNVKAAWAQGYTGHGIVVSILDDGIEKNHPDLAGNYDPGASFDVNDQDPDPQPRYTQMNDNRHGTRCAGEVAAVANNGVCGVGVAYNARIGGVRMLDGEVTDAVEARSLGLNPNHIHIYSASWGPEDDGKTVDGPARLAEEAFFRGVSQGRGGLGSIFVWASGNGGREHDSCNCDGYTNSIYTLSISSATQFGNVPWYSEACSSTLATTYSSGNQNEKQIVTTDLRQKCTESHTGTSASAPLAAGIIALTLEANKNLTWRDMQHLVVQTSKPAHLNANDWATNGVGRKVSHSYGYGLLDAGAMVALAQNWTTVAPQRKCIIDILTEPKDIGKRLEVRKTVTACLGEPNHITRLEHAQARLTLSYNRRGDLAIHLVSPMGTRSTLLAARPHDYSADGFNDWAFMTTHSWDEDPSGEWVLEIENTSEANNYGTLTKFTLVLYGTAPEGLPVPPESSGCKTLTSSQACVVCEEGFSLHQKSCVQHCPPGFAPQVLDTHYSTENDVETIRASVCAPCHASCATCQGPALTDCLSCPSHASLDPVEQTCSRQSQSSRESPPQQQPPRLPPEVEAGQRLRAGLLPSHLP
# TRPN1 ag = zebrafish TRPN1 channel agonists, primary screen, cell-based, HEK293, calcium fluorescence; activation, % at 3 µM; transient receptor potential cation channel N1 (TRPN1/NompC), Danio rerio; AID 1424, 2008; 220,000 tested, 0.18% active; HEK293 zebrafish TRPN1-YFP, Fluo-8 calcium fluorescence; 100% = response to 87 µM carbachol;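 active = activation above its plate's cutoff, the mean activation of test wells on that plate plus 3 SD, cut at about 19% in these data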;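 note: 0% = DMSO alone and 100% = 87 µM carbachol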
#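 Control set: carbachol 87 µM as high control, DMSO as low control; system: HEK293 stable line with zebrafish TRPN1-YFP; read-out: % activation versus carbachol response; detection: intracellular calcium fluorescence with Fluo-8; doses: single test compound dose, 3 µM nominal, 0.3% DMSO; schedule: dye 1 h 37 °C plus 30 min RT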
# m-calpain inh = inhibitors of pig calpain II, primary screen, biochemical, fluorogenic peptide substrate, 1536-well. inhibition, % at 16 µM. 220,000 tested, 0.37% active. purified calpain II, 30 min;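 active = inhibition above about 50%, limit read from the data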
# TRPML3 agonist = human TRPML3 channel agonists, primary screen, cell-based, HEK293 TRPML3-YFP, Fluo-8 calcium fluorescence, 3 µM. Mucolipin-3 (Homo sapiens), Q8TDD5. 100% = the carbachol control signal. activation, % at 3 µM. 220,000 tested, 0.29% active;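 active = activation above its plate's cutoff, the mean activation of the plate's test wells plus 3 SD, cut at about 12% in these data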;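 note: 0% = DMSO only wells and 100% = carbachol wells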
#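 Material: HEK293 cells stably carrying human TRPML3-YFP; compound dosing: single dose, 3 µM final nominal compound, 0.3% DMSO final; incubation: 1-h 37 °C dye load, 5-s basal, 120-s post-compound reads; technique: Fluo-8 intracellular calcium fluorescence, excitation 470-495 nm, emission 515-575 nm; read-out basis: percent activation from peak-to-basal fluorescence ratio, scaled between DMSO and carbachol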
# Thrombin inh = human alpha-thrombin inhibitors, primary screen, counter-screen for coagulation protease inhibitor project, biochemical, 1536-well, fluorogenic AMC substrate | Prothrombin (Homo sapiens), P00734 | Boc-VPR-AMC fluorogenic substrate cleavage | inhibition, % at 5 µM | 220,000 tested, 0.26% active | AID 1046, 2008;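 active = inhibition at or above 40%; inactive = inhibition below 40%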;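 note: 0% = enzyme with no compound and 100% = wells without enzyme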
#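 Material: Human alpha-thrombin protein | Buffer or medium: pH 7.5 Tris-saline with Tween 20 | Reagent: Boc-VPR-AMC substrate, 15 µM final | Schedule: Reaction at ambient temperature | Detection: AMC fluorescence at 355 nm excitation and 460 nm emission | Evaluation: Percent inhibition scaled between no-compound controls and no-enzyme blanks | Controls: no-compound enzyme wells and no-enzyme blanks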
# Tb hexokinase = Trypanosoma brucei hexokinase 1 inhibitors, primary screen, biochemical, G6PDH-coupled NADH absorbance, MLSCN library; hexokinase 1 [Trypanosoma brucei]; 220,000 tested, 0.11% active; inhibition, % at 10 µM; recombinant TbHK1, G6PDH-coupled NADH A340;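 active = inhibition of 50% or more in the single-dose primary screen; inactive = inhibition below 50%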
# KCC2 mod = KCC2 cotransporter modulators, thallium flux, primary screen, cell-based, HEK293 KCC2, FluoZin-2 fluorescence, MLSMR; Solute carrier family 12 member 5 (Homo sapiens), Q9H2X9; KCC2 cells, thallium flux FluoZin-2 fluorescence; B-score of Tl+ flux slope (higher = more flux/activation; lower = inhibition) at 10 µM; 190,000 tested, 2.2% active; AID 1456, 2008;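 active = thallium flux slope and its plate-corrected score both differing from the plate sample mean at a set confidence after two filtering rounds, in either direction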;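 note: slope of fluorescence scaled to starting intensity during 10 to 20 s after thallium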
# PPC-1+TRAIL kill = compounds killing PPC-1 cancer cells with TRAIL present, primary screen, TRAIL potentiator project, ATPLite luminescence, uHTS | PPC-1 cells + TRAIL, ATPLite viability luminescence | cell killing (% activity), % at 4 µM | 220,000 tested, 0.41% active | AID 1443, 2008;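 active = cell killing above 50% in the first pass at 4 µM, then a duplicate retest at 5 µM averaging 50% or more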;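 note: plate controls were cells with TRAIL plus DMSO for no effect and medium-only wells lacking cells for full effect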
# EBV gp42 inh = Epstein-Barr virus gp42 inhibitors, primary screen, biochemical, uHTS, fluorescence polarization; inhibition, % (tested at 21.74 µM); Fluorescence polarization binding assay, mP read-out; 220,000 tested, 0.42% active; Glycoprotein 42 (Epstein-Barr virus (strain AG876)), Q1HVG2; in the data active = inhibition above about 50%
# Target sequence (Q1HVG2 whole entry, looked up): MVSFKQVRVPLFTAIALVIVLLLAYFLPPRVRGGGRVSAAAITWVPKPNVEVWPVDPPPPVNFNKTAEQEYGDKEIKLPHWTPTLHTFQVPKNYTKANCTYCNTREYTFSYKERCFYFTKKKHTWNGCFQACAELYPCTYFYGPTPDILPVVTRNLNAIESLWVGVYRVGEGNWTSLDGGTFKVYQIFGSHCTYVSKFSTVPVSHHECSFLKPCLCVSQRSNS
# Active calls of the source: *; · = not tested or not shown; [ ] = dose if it differs, or a comment.
SMILES,Furin inhibitor,TRPN1 ag,m-calpain inh,TRPML3 agonist,Thrombin inh,Tb hexokinase,KCC2 mod,PPC-1+TRAIL kill,EBV gp42 inh
CCOC(=O)c1ccc(S(=O)(=O)Nc2cc(C(C)(C)C)no2)cc1,-20[20 µM],-1.5,-1,-0.3,-1,-7,0.032,-7,-10
COc1ccccc1NC(=O)C1CCCN(S(=O)(=O)c2cccc3nsnc23)C1 (stereo not drawn),-10[20 µM],0.5,-9,0.1,3,-13,0.017,-4,-6
CCOc1ccc(CN2CCN(Cc3nc(C(C)C)cs3)CC2CCO)cc1 (stereo not drawn),-21,0.5,-1,1.4,2,-1,·,6,-3
C=CCN1CN(CCc2ccccc2)CNC1=S,-31,0.4,7,0.0,-5,-5,0.96,10,-9
CCCCn1c(=S)[nH]c2c(oc3ccc(Cl)cc32)c1=O,-13[20 µM],-0.3,-2,0.9,3,-6,·,-9,-14
COCCNC(=O)C(c1ccc(F)cc1)N(Cc1ccco1)C(=O)CCC(=O)Nc1nccs1 (stereo not drawn),-40,-0.1,-7,0.2,-3,-7,-0.091,20,-15
Cc1ccc(-c2nnc(OCCN3CCOCC3)c3ccccc23)cc1,-22,-1.6,22,-1.0,-10,4,·,15,-5
CCC(c1nnnn1C1CCCC1)N(Cc1cccs1)Cc1cc2cccc(C)c2[nH]c1=O (stereo not drawn),-29,-1.4,-17,-0.4,0,-6,0.12,-18,-3
CCOc1cc(/C=N/n2cnnc2)ccc1O,-2,1.2,-1,1.0,13,-19,·,-8,-3
COc1ccc(C2N(c3ccc(F)cc3)C(=O)C3CCCN32)cc1 (stereo not drawn),-24,2.2,3,0.2,-1,-6,-0.48,31,-33
CC(=O)N1c2ccccc2C(C)(C)C2CCC(C)CC21 (stereo not drawn),16[20 µM],-0.8,20,0.4,-5,5,-1.4,14,-6
Cc1cccn2c(CNC3CCCc4ccccc43)c(C(=O)N3CCCCC3)nc12 (stereo not drawn),-7,0.2,34,-0.3,23,6,0.48,12,-14
CC1CCc2nn(CC(=O)NCc3ccc4c(c3)OCO4)cc2C1 (stereo not drawn),-10,0.7,-3,-0.3,-5,1,-2.9,28,-12
Cc1ccc(NS(=O)(=O)c2ccc3[nH]c(=O)sc3c2)cc1,-19,0.8,32,0.7,-8,8,-1.2,-26,0
Cn1c(=O)c2c(nc(NCc3cccnc3)n2Cc2ccccc2Cl)n(C)c1=O,-23,-0.2,14,1.1,-4,1,-1.5,33,-3
O=C(Nc1ccnc(-c2cccnc2)n1)c1ccc(Cl)c(Cl)c1,-18,0.8,7,0.7,-4,-3,·,-21,-4
C=CCN(c1ccccc1)S(=O)(=O)c1cccc(C(=O)OCC(=O)NCCOC)c1,-23,-0.8,-2,-0.4,-2,-4,0.9,2,-12
O=C(O)c1cccc(COCC(F)(F)C(F)F)c1,-24[20 µM],0.3,9,0.3,1,8,-0.21,3,-9
Cc1cc2cc(C(c3nnnn3CC3CCCO3)N3CCCc4ccccc43)c(=O)[nH]c2cc1C (stereo not drawn),-10,0.5,-180,0.9,1,-11,0.13,4,3
COc1ccc(N/N=C(\C=N\O)C(=O)c2ccc(OC)cc2)cc1,-6[20 µM],-0.4,18,0.2,3,-7,·,-6,-17

# The final 3 records of the section before come first, to join the parts.
SMILES,Furin inhibitor,TRPN1 ag,m-calpain inh,TRPML3 agonist,Thrombin inh,Tb hexokinase,KCC2 mod,PPC-1+TRAIL kill,EBV gp42 inh
O=C(O)c1cccc(COCC(F)(F)C(F)F)c1,-24[20 µM],0.3,9,0.3,1,8,-0.21,3,-9
Cc1cc2cc(C(c3nnnn3CC3CCCO3)N3CCCc4ccccc43)c(=O)[nH]c2cc1C (stereo not drawn),-10,0.5,-180,0.9,1,-11,0.13,4,3
COc1ccc(N/N=C(\C=N\O)C(=O)c2ccc(OC)cc2)cc1,-6[20 µM],-0.4,18,0.2,3,-7,·,-6,-17
N#CCCN(Cc1ccccc1)C(=O)Nc1ccc(F)cc1,-10,-0.1,-5,0.6,0,-8,1.5,-8,-7
CC(=O)Nc1ccc(NC(=O)Nc2ccc3c(c2)N(C)C(=O)CS3)cc1,-26,-0.6,-87,0.7,-10,-5,0.64,-4,-4
COc1ccc2nc(C)cc(SCC(=O)N/N=C/c3ccc(O)c(O)c3)c2c1,-2,0.3,-52,0.2,-10,-27,0.53,8,17
C/C(CC(=O)NC1CCCC1)=N\NC(=O)c1ccc([N+](=O)[O-])c(Cl)c1,-27,0.0,-2,1.2,-3,-7,0.075,16,-8
COC(=O)COc1cccc2c(=O)n(CC(=O)N3CCC(C)CC3)ccc12,-19,1.5,-21,0.1,-1,-20,-0.44,10,-3
COc1ccc(-c2nc(CCNS(=O)(=O)c3ccc4c(c3)OCCO4)cs2)cc1,-27,1.6,-16,0.8,-10,-7,-0.62,9,4
CC(C)(C)C1C/C(=C/c2ccccn2)C(=O)/C(=C/c2ccccn2)C1 (stereo not drawn),0,1.2,-17,0.6,-8,-14,-3.4*,38,1
COc1ccccc1C(=O)NC(=S)N1CCc2ccccc21,-19,0.0,0,-0.6,-4,2,6.5*,6,0
O=C(C1CCN(S(=O)(=O)c2cccs2)CC1)N1CCN(Cc2ccccc2)CC1,-12,1.4,-14,2.2,-9,-4,0.46,14,-10
CC(=C\C(=O)O)/C(=C/c1ccco1)C(=O)O,-1,1.3,8,0.2,7,-3,0.091,14,6
O=C(Nc1cccc(F)c1)C1CC(=O)N(c2ccc(Br)cc2)C1 (stereo not drawn),-7,2.6,18,1.5,13,1,-0.87,20,-10
CCOC(=O)c1cnc2ccc(OCC)cc2c1N1CCN(c2ccccc2)CC1,-17[20 µM],-1.4,32,1.0,3,-7,2,2,-9
O=C(Nc1ccc2nc(-c3ccco3)[nH]c2c1)c1cccs1,-24[20 µM],-0.1,16,0.7,-2,-34,·,26,-4
COc1ccc(N2C(=O)CC(N3CCOCC3)C2=O)cc1 (stereo not drawn),-17,1.7,-14,0.6,-5,-3,1,-16,-12
O=C(Cn1cccc1)N1CCc2ccccc21,-31,0.6,-15,-0.2,5,0,0.17,-4,-27
Cc1ccc(CCNC(=O)C2CC(c3cc(C(F)(F)F)cc(C(F)(F)F)c3)=NO2)cc1 (stereo not drawn),-16,·,13,·,2,-9,1.3,12,-27
CCC(C(=O)OCC(=O)c1ccc2c(c1)NC(=O)CO2)c1ccccc1 (stereo not drawn),-19,-0.3,16,0.3,-6,-1,-1.5,-7,0
O=[N+]([O-])c1ccccc1S(=O)(=O)n1cnc2ccccc21,-15,0.4,12,-0.3,-14,-3,·,·,-11
CC(C)c1c(Cl)c(O)c(-c2ccccc2)c(=O)n1-c1ccc(F)cc1,-2,1.1,10,0.6,0,-2,-0.91,24,-12
CC(C)COCc1ccc(O)c2ncccc12,-31,0.2,17,1.0,4,4,-2.3,14,-10
O=C(O)c1c2c(nc3ccc(F)cc13)CCC2,-19[20 µM],-0.7,16,-0.2,1,-2,-0.34,24,-9
CCC(=O)NS(=O)(=O)c1cccnc1Nc1ccccc1Cl,-5[20 µM],0.0,7,0.9,-2,-6,1.8,2,-11
CN1/C(=C\C(=O)Nc2cccnc2)c2ccccc2CC1(C)C,-19[20 µM],-1.2,14,0.3,18,-4,0.24,10,0
O=C(Nc1ccc(N2CCN(C(=O)c3ccco3)CC2)cc1)C(c1ccccc1)c1ccccc1,-3[20 µM],-0.8,-62,0.2,4,-14,-0.37,2,-13
O=C(NCCN1CCOCC1)c1cn(CCc2ccccc2)nn1,-7,0.6,-48,0.2,-10,0,·,1,2
COc1ccc(-n2ncc3c(N4CCC(C(N)=O)CC4)ncnc32)cc1,-19,2.9,-32,0.8,0,3,0.25,·,-17
Cn1cc(CN2CCCC(C(=O)c3ccc(-c4ccccc4)cc3)C2)cn1 (stereo not drawn),-27,0.5,-19,1.4,-4,-3,-1.1,4,-9
COc1cc(C(=S)N2CCCC2)ccc1O,-18,1.0,-7,0.4,-5,-10,·,5,-10
COc1ccc(NC(=O)Nc2cc(C)ccc2OC)cc1,-20[20 µM],-0.2,7,0.7,6,4,·,20,-9
O=C(Oc1ccc(Nc2ncnc3ccccc23)cc1)c1cccnc1,0,1.2,-7,0.0,1,-13,-2.2,-12,8
CCOc1ccc(C(CC(=O)O)NC(=O)c2cccs2)cc1 (stereo not drawn),-5,0.5,-1,0.5,0,2,2.2,3,-15
CN1CCN(C(=O)C2=C[C@@H](c3ccccc3)C[C@@H](OCc3ccc(CO)cc3)O2)CC1,-1,1.1,17,-0.2,3,-9,0.88,9,-6
CCOc1cc(C)c(C(C)C)cc1S(=O)(=O)n1cnc(C)c1,-24,-2.5,15,1.2,-5,-4,-0.018,6,15
Cc1ccc(CCNC(=O)CNC(=S)N(Cc2ccccc2)Cc2cccnc2)cc1,-19,-0.1,-15,0.2,-5,-1,-1.2,18,-1
COc1cccc(/C=C/C(=O)c2c(O)cc(C)oc2=O)c1O,-11[20 µM],0.4,-17,0.4,3,-10,-0.63,-18,-2
COc1cc(CNCCC2CCOC(C)(C)C2)ccc1O (stereo not drawn),-13,1.0,-16,0.8,-1,-2,·,12,-3
Cc1nc(N2N=C(c3ccc(Cl)cc3)CC2c2ccco2)sc1C(=O)N(C)C (stereo not drawn),-22,0.0,-227,0.2,-12,-25,1.2,19,-3
Cc1ccc(N(CCC#N)C(=O)CCl)cc1C,-7,0.6,18,0.2,-6,37,1.9,3,6
c1ccc(OCCOc2ccccc2-c2nnco2)cc1,-29,-0.8,15,-0.5,2,-5,-1.5,20,-31
CCCCOC(=O)c1nnc(-c2ccc(Cl)cc2)o1,-16,-0.1,-2,0.6,-2,-2,-0.25,8,-8
COc1ccc(CC(=O)OCC(=O)NCc2ccccc2Cl)cc1,-13,-1.5,-8,-0.1,-2,2,0.035,-20,-4
CC(C)c1ccc(C2CC(c3ccc(Br)cc3)=NN2C(N)=S)cc1 (stereo not drawn),-12,0.4,-14,0.5,-5,11,0.14,15,-13
COCCn1c(SCC(=O)c2c[nH]c3ccccc23)nnc1-c1ccncc1,-15,1.4,14,-0.6,-4,8,-0.59,-15,-2
